# D2 agonist = agonists of human D2 dopamine receptor; P14416; HEK293 T-REx D2 cells, calcium flux agonist mode; activation, % at 2 µM; actives 0.53% (n = 340,000); AID 485358;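 active means activation over 3 SD above normal in the single-dose calcium agonist read, cut at about 30% in these data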; further: 0% is about no effect
#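 Agonism scored from kinetic calcium signal (1 read/sec, 180 s) following compound pin transfer, after a 10 s baseline. Cells: HEK293 Trex line expressing inducible D2 receptor coupled to calcium, dye-loaded after overnight culture at 30 C.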
# D2 antagonist = antagonists of human D2 dopamine receptor | actives 2% (n = 340,000) | inhibition, % at 10 µM | HEK293 TREx D2 cells, calcium flux, dopamine EC80 | P14416; in the data active means inhibition above about 30%; further: 0% is about no effect
#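 Antagonism is scored as inhibition of an EC80 dopamine-evoked calcium signal in a force-coupled, tetracycline-inducible HEK293 T-REx D2 line, with compound present 180 s before agonist.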
# TRHR enhancer = TRH receptor (human) allosteric enhancement. P34981. enhancement, % at 2 µM. actives 0.66% (n = 360,000). AID 493056. TRHR cells, fluo-8 calcium fluorescence, EC20 TRH enhancement; in the data active means enhancement above about 30%; further: 0% is about no effect
# Target sequence (P34981 whole entry, looked up): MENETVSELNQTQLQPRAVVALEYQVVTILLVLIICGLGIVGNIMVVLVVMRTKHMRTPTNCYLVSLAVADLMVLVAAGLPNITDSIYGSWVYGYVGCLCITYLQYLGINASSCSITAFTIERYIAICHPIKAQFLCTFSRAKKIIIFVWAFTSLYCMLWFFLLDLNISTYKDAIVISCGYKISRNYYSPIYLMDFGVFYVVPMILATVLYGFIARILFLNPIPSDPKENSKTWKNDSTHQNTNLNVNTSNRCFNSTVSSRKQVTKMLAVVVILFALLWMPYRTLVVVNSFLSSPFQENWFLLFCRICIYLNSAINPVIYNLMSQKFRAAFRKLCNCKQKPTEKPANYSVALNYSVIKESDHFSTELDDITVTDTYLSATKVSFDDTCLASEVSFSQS
#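 TRHR-expressing cells loaded with fluo-8 calcium dye were read kinetically (ex 480/em 530) during compound addition, then stimulated with an EC20 of TRH (10 nM final). Enhancement of the Gq-mediated intracellular calcium response was scored.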
# PI4K2A block = inhibitors of human PI4K2A; Q9BTU6; activity change, negative = inhibition, % at 76.9 µM; actives 0.13% (n = 420,000); AID 1346378; purified PI4K2A, ADP-Glo luminescence, 1 h; stronger effect = lower value; in the data active means activity change below about -50%; inconclusive means mostly about -30% to -49%;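 further: -100% = wells without enzyme as full effect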
#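 PI4K2A activity was measured by ADP-Glo luminescence: enzyme (4 ug/mL stock) and phosphatidylinositol (1.2 mM stock) in Tris pH 7.5/MgCl2/EGTA/Triton X-100 buffer were reacted with ATP (300 microM stock) for one hour at ambient temperature.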
# USP1 inh = blocks the human USP1/UAF1 deubiquitinase complex; Potency, µM (highest dose often 57.1 µM), for inactives: top-dose activity change, negative = inhibition, hits mostly inhibitors; O94782; actives 0.23% (n = 390,000); recombinant USP1/UAF1, Ub-Rhodamine cleavage fluorescence; AID 743255; further: potency means the concentration at half of the fitted maximal effect; on the % scale 0 is the no-effect control and ±100 the full control effect; nearly all actives have a fitted effect of over 60% in size; inactives centre near -12
#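 In this screen, compounds sit with the deubiquitinase complex (1nM) for 15 min at room temperature before Ub-Rho is added at 150nM final. Fluorescence rise is then followed for 6 reads every 60 seconds.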
# TrxR1 substrate = rat thioredoxin reductase 1 substrate activity; Potency, µM (series often up to 114 µM), without a hit: top-dose activity change, negative = substrate turnover; purified TrxR1 substrate turnover, NADPH consumption readout; actives 0.01% (n = 390,000); O89049; further: potency means the concentration at half of the fitted maximal effect; on the % scale 0 is the no-effect control and ±100 the full control effect; nearly all actives have a fitted effect of over 50% in size
#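 Rat TrxR1, dispensed at 90 nM, was prereduced with 400 uM NADPH (final) for 5 min at ~22 deg C, then incubated with compound 15 min before 400 uM selenite. A first-read NADPH fluorescence drop versus no-compound background flagged substrates.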
# IDH1 R132H inh = human IDH1 R132H inhibition; Potency, µM (titrated, usually from 76.6 µM), for the others: at the top dose activity change, negative = inhibition, hits mostly inhibitors; actives 0.093% (n = 390,000); O75874; IDH1-R132H enzyme, NADPH consumption, diaphorase/resazurin fluorescence; further: potency means the concentration at half of the fitted maximal effect; on the % scale 0 is the no-effect control and ±100 the full control effect; nearly all actives have a fitted effect of over 65% in size
# Target sequence (O75874 whole entry R132H, stated change not applied): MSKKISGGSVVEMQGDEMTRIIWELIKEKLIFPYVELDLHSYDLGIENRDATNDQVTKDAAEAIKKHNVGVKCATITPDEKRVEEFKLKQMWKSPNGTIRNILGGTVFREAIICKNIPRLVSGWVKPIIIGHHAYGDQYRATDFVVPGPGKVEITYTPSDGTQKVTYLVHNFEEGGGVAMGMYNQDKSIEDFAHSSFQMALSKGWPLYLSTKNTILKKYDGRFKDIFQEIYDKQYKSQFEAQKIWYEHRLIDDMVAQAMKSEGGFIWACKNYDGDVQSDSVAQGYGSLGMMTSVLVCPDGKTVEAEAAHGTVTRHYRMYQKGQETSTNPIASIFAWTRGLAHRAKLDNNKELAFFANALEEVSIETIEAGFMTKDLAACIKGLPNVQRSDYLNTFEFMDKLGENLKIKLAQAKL
#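 IDH1-R132H (0.5 ug/mL dispensed) in pH 7.5 Tris buffer was preincubated 30 min with compound, then given a substrate mix of 0.016 mM NADPH and 2 mM alpha-KG for 80 min at room temperature; remaining NADPH was read by diaphorase/resazurin fluorescence.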
# TRHR ag = agonists of human TRH receptor; TRHR cells, calcium flux fluo-8, FDSS agonist mode; actives 0.18% (n = 360,000); activation, % at 2 µM; AID 493084; in the data active means activation above about 30%; further: 0% is about no effect
#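 TRHR-expressing cells loaded with fluo-8 calcium dye; 23 nL library compound pin-transferred, kinetic FDSS fluorescence (Ex 480/Em 530) recorded about 180 s for agonist-induced calcium release, before a 10 nM TRH EC20 addition for potentiator mode.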
# TrxR1 inh = rat TrxR1 inhibition. recombinant rTrxR1, NADPH fluorescence consumption, selenite substrate. Potency, µM (titrated, usually from 114 µM), for inactives: at the highest dose activity change, negative = inhibition, actives largely listed as inhibitors. actives 1% (n = 390,000). AID 588453; further: potency means the concentration at half of the fitted maximal effect; on the % scale 0 is the no-effect control and ±100 the full control effect; nearly all actives have a fitted effect of over 65% in size
#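 Rat TrxR1 (90 nM in the dispensed reagent) was pre-reduced with 400 uM NADPH for 5 min at room temperature, then incubated with compound for 15 min. After 400 uM selenite was added, NADPH fluorescence (Ex 340/Em 450 nm) was followed for 8 min.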
# An asterisk follows results filed as active; ? = inconclusive; · = not tested or not shown; & = joins results of further samples; [ ] = remark or other dose. Unless noted, the call rests on the fitted dose curve; in most records, active means well fitted inhibition curve with a large enough effect; inconclusive means small, poorly fitted or top-dose-only effect; inactive means no such curve, though single readings can be large or run the other way.
SMILES	D2 agonist	D2 antagonist	TRHR enhancer	PI4K2A block	USP1 inh	TrxR1 substrate	IDH1 R132H inh	TRHR ag	TrxR1 inh
CCOc1ccc(OCC)c(NC(=O)C2CCCN(S(=O)(=O)c3ccc(C)cc3)C2)c1 (stereo not given)	-0.6	·	-1&-1	0&2	-8%&21%	-10%&0%	10%&29%	-0.3&-0.8	8%&7%
COc1cccc(NC(=O)COc2cccc(-n3cnnn3)c2)c1	-0.4	27	11	4	-22%	8%	8%	-0.6	24%
C#CCOc1c(/C=C\c2nc(O)c([N+](=O)[O-])c(=O)[nH]2)cc(Br)cc1OC	1.4	0	-5	-17	-9%	-11%	-13%	0.1	?
NC(=O)c1ncn([C@@H]2O[C@H](CN=C3NS(=O)(=O)c4ccccc43)[C@@H](O)[C@H]2O)n1	·	·	·	-1	-24%	-2%	-2%	·	8%
O=C1N[C@@H](c2ccccc2)COC(=O)[C@@H](Cc2ccc(F)cc2)C/C=C\C[C@H]1CC(=O)N(CCO)Cc1ccccc1	·	·	·	3	3%	-5%	8%	·	5%
COc1cccc(C=NN2CCCCCC2)c1OC	·	·	·	2	-40%	-5%	-4%	·	-7%
COc1cc2c(cc1OC)C(C)N(C(=O)c1cc3c(C)cc(C)cc3[nH]1)CC2 (stereo not given)	0.4	-5	1	-9	-28%	-2%	-5%	-0.9	10%
O=C(CS(=O)CC(=O)Nc1ccc(Cl)cc1)NCC1OCCc2ccccc21 (stereo not given)	4.9	10	-6	1	-6%	-5%	4%	0.3	0%
CN(CCOc1ccccc1)C(=O)CCc1nc2sc3c(c2c(=O)[nH]1)CCCC3	-0.4	12	-1	-6	-4%	2%	1%	0.0	-5%
CCN1CNC(=S)N(c2cccc(C)c2C)C1	0.1	3	2	-1	2%	-1%[57.1 µM]	-3%	0.5	-4%[57.1 µM]
COc1ccc(NC(=O)c2ccc(Br)c(S(=O)(=O)N3CCOCC3)c2)cc1	2.2	-21	-1	2	?	-14%[57.1 µM]	6%	0.2	18%[57.1 µM]
Cc1ccc(NC(=O)COC(=O)C2CCC(=O)N2)c([N+](=O)[O-])c1 (stereo not given)	-0.7	0	-5	4	-22%	2%	-9%	-0.1	19%
COc1ccc(NC(=O)c2ccc3c(=O)n(Cc4ccco4)c(=S)[nH]c3c2)c(OC)c1	0.4	1	3	-7	-1%	-8%	1%	0.0	-15%
Cc1ccc(NC(=O)CSC2=C(C#N)C(c3ccco3)C3=C(CC(C)(C)CC3=O)N2)cc1 (stereo not given)	0.9	-11	-2	7	-13%	2%[57.1 µM]	52µM*	0.4	5%[57.1 µM]
CCOc1ccc(N(C(=O)CNC(=O)c2cccs2)C(C(=O)NCC2CCCO2)c2ccc(OC)c(OC)c2)cc1 (stereo not given)	0.2	5	16	-5	?	6%[57.1 µM]	-4%	1.4	11%[57.1 µM]
COc1cc2ccccc2cc1C(=O)N1CCN(c2nc3c(C)cc(C)cc3s2)CC1	-0.4	·	-1	-1	-9%	5%[57.1 µM]	7%	0.0	18%[57.1 µM]
Cc1cccc(NC(=O)CSc2ccc(-c3ccccn3)nn2)c1C	-0.1	0	-2	-20	-14%	7%[57.1 µM]	2%	-0.4	21%[57.1 µM]
O=C(c1ccc(F)cc1)c1ccc(N2CCCC2)cc1	-1.1	8	-1	5	-25%	0%	5%	-0.8	-7%
COc1ccccc1/C=N\Nc1ccccc1[N+](=O)[O-]	-1.2	15	-4	-6	-6%	-16%[57.1 µM]	6%	-1.5	14%[57.1 µM]
COc1cccc(C2NC(=O)NC(C)=C2C(=O)Nc2cccc(C)c2C)c1 (stereo not given)	-0.4	-4	1	0	2%	2%	0%	0.3	10%
NCCOc1ccccc1Cc1ccccc1	0.8	9	7	-9	-18%	-4%	8%	-0.8	-9%
O=C(CN1CCN(c2ccccc2)CC1)NC(=O)NCc1ccco1	39*	-15	7	1	-7%	-12%	3%	-0.2	-12%
CC(=O)Nc1cccc(NC(=O)COc2nncc3ccccc23)c1	0.6	0	14	-7	-21%	-2%	0%	0.6	-5%
O=C(CCN1CCN(S(=O)(=O)c2ccc(Cl)cc2)CC1)Nc1ccc(F)cc1	·	·	-5	5	-11%	-4%	7%	0.2	23%
O=C1C(=O)N(CCO)C(c2cccc(F)c2)/C1=C(\O)c1ccc(Cl)cc1 (stereo not given)	-1.0	13	-2	-3	-9%	-26%	0%	-0.7	-27%
O=c1cc(CCl)nc(Cc2c(Cl)cccc2Cl)[nH]1	·	·	·	-1	-15%	-3%[57.1 µM]	4%	·	-23%[57.1 µM]
Cc1ccsc1C(=O)N1CCN(c2ncccn2)CC1	-0.3	-10	8	5	-13%	8%	-7%	0.1	15%
COc1ccc(Br)cc1CNCCSc1nnnn1C	-0.3	-9	2	-1	0%	-6%	-3%	-0.3	-8%
CCc1ccccc1NC(=O)c1ccc(F)c(S(=O)(=O)NC2CCCCCC2)c1	0.5	·	-8	4	-12%	-1%[57.1 µM]	-10%	0.3	10%[57.1 µM]
CN(Cc1ccon1)C(=O)CC1C(=O)NCCN1Cc1cccc(Oc2ccccc2)c1 (stereo not given)	0.1	1	1	-1	3%	-2%	0%	0.3	?
CC1(c2cc(F)ccc2F)NC(=O)N(CC(=O)Nc2cccc(S(=O)(=O)N3CCCC3)c2)C1=O (stereo not given)	0.0	-14	4	-1	-18%	2%	3%	-0.1	13%
CCC(=O)NCCc1nc2ccccc2[nH]1	0.3	14	-2	4	12%	2%	3%	0.6	4%
O=C(NCCc1ccccc1Cl)C1CCC(=O)N(Cc2cccc(C(F)(F)F)c2)C1 (stereo not given)	1.0	13	-8	-2	-15%	-1%	1%	1.9	-4%
COc1ccc([N+](=O)[O-])cc1NC(=O)C(C)NNC(=O)c1cccc([N+](=O)[O-])c1 (stereo not given)	·	·	·	3	-5%	-7%	-2%	·	3%
N#Cc1ccsc1NC(=O)CCN1CCN(C(c2ccccc2)c2ccccc2)CC1	-1.7	-4	10	-3	-18%	-5%	0%	-0.1	23%
COc1cc(SC)ccc1C(=O)Nc1ccc2c(c1)OCO2	-0.5	-2	-8	-1	-2%	-5%	4%	0.1	13%[57.1 µM]
C=C1CCN(c2ccc(C(=O)NCc3ccc(C)cc3)cc2[N+](=O)[O-])CC1	0.1	17	-1	2	-26%	4%[57.1 µM]	-1%	-0.4	29%
Cc1ccc(/C=C/C(=O)N2CCN(c3ccc(F)cc3)CC2)o1	·	·	-3	-2	-19%	-11%	2%	-0.5	-32%
COc1ccc(-c2c(C#N)c(SCc3c(C)noc3C)nc3c2C(=O)CC(C)(C)C3)cc1	0.7	-17	-5	-2	1%	2%	-12%	0.1	11%
CC(C)C12CN3CC(C(C)C)(CN(C1)C31C(=O)Nc3ccccc31)C2=O (stereo not given)	1.3	-19	24	6	-10%	3%[57.1 µM]	4%	0.3	15%[57.1 µM]
N#C/C(=C(/O)c1ccc(Cl)c([N+](=O)[O-])c1)c1nc2ccccc2[nH]1	0.0	17	14	-3	0%	-8%	-17%	-0.9	-2%
O=C1CCC(=O)N1CC1CC2CCC1C2 (stereo not given)	1.0	-17	4	9	-9%	3%	2%	2.2	5%
Cc1cccc(S(=O)(=O)c2cn(Cc3ccc(F)cc3)c3cc(N4CCCCC4)c(F)cc3c2=O)c1	1.5	·	4	6	-7%	10%	-8%	1.6	16%
COc1ccc(Br)cc1CN1CCCC(C(=O)N2CCCCC2)C1 (stereo not given)	0.5	7	-3	7	-11%	-3%	7%	-0.4	-4%
Cc1cc(/C=C2/SC(=S)N(c3ccc([N+](=O)[O-])cc3)C2=O)c(C)n1-c1cccnc1	·	·	-6	5	0%	-6%	10%	1.4	-15%
O=C(Nc1ccc(NC(=O)C2CCCCC2)nc1)c1cccs1	0.6	-12	0	-2	-10%	-12%	7%	0.8	-1%
COCCNC(=O)C(c1ccncc1)N(C(=O)c1sc(C)nc1C)c1cccc(C)c1 (stereo not given)	-1.5	9	2	-2	-7%	2%	3%	-1.6	11%
CCc1ccc2c(c1)C(C)=CC(C)(C)N2	0.6	-15	12	-4	?	24%	5%	0.4	-2%

# 2 compounds drawn at random from those above:
SMILES	D2 agonist	D2 antagonist	TRHR enhancer	PI4K2A block	USP1 inh	TrxR1 substrate	IDH1 R132H inh	TRHR ag	TrxR1 inh
C#CCOc1c(/C=C\c2nc(O)c([N+](=O)[O-])c(=O)[nH]2)cc(Br)cc1OC	1.4	0	-5	-17	-9%	-11%	-13%	0.1	?
COc1ccc(NC(=O)c2ccc(Br)c(S(=O)(=O)N3CCOCC3)c2)cc1	2.2	-21	-1	2	?	-14%[57.1 µM]	6%	0.2	18%[57.1 µM]

# More records follow:
SMILES	D2 agonist	D2 antagonist	TRHR enhancer	PI4K2A block	USP1 inh	TrxR1 substrate	IDH1 R132H inh	TRHR ag	TrxR1 inh
CCc1cccc(C)c1NC(=O)CN(C)Cc1ccccc1F	0.2	9	2	-1	1%	-13%	9%	-0.3	-17%
Cc1cc(=O)oc2c3c4c(cc12)OCCN4CCC3	11	-27	5	6	-13%	148%[activator][57.1 µM]	11%	-0.3	67%[activator][57.1 µM]
CCOc1ccc(NC(=O)CCNS(=O)(=O)c2cccs2)cc1	0.7&1.8	-7	1&16	0&4	-16%&-4%	7%[2.29 µM]	-7%&2%	-0.5&-1.7	16%&17%
COc1ccc(NC(=O)COCc2cc(-c3ccc4c(c3)OCO4)on2)cc1	0.2	·	-4	-3	2%	-9%[57.1 µM]	-4%	-0.3	-7%[57.1 µM]

# In another format: entries from further up.
# Results follow in this order: D2 agonist, D2 antagonist, TRHR enhancer, PI4K2A block, USP1 inh, TrxR1 substrate, IDH1 R132H inh, TRHR ag, TrxR1 inh
- CCc1cccc(C)c1NC(=O)CN(C)Cc1ccccc1F
  0.2, 9, 2, -1, 1%, -13%, 9%, -0.3, -17%
- Cc1cc(=O)oc2c3c4c(cc12)OCCN4CCC3
  11, -27, 5, 6, -13%, 148%[activator][57.1 µM], 11%, -0.3, 67%[activator][57.1 µM]
- CCOc1ccc(NC(=O)CCNS(=O)(=O)c2cccs2)cc1
  0.7&1.8, -7, 1&16, 0&4, -16%&-4%, 7%[2.29 µM], -7%&2%, -0.5&-1.7, 16%&17%
